High-throughput results as filed in PubChem BioAssay.
RGS4 block: inhibitors of human RGS4; HEK293 M3R/RGS4 inducible, Fluo-4 calcium flux; active compounds read high; triggered by carbachol at its EC20; B-score at 10 µM; 0.45% of 310,000 active; P49798;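 active means B-score, a plate-corrected calcium signal, over three deviations above library mean, with baseline fluorescence within five deviations of library mean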;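 further: RGS4 expression induced by doxycycline in cells with stable M3 receptor; B-score is computed from the integrated fluorescence ratio over baseline after carbachol; higher B-score means a larger calcium signal and so more RGS4 inhibition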
Target sequence (P49798 whole entry, looked up): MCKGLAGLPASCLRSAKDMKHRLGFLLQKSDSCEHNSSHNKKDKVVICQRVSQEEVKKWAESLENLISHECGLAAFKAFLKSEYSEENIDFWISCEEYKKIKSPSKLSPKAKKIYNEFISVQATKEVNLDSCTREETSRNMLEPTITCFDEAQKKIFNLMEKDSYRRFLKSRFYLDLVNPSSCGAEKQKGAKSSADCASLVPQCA
TRPC6 inhibitor: mouse TRPC6 channel inhibition; B-score at 10 µM; HEK293-TRPC6, membrane potential dye, ACh-evoked depolarization; active compounds read low; 1.1% of 310,000 active;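 active means B-score under library mean minus 3 SD, initial fluorescence not abnormally high, positive integrated signal ratio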;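 further: B-score derived from integrated fluorescence ratio over the kinetic read; more negative B-score means stronger inhibition of depolarization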
Target sequence (Q61143 whole entry, looked up): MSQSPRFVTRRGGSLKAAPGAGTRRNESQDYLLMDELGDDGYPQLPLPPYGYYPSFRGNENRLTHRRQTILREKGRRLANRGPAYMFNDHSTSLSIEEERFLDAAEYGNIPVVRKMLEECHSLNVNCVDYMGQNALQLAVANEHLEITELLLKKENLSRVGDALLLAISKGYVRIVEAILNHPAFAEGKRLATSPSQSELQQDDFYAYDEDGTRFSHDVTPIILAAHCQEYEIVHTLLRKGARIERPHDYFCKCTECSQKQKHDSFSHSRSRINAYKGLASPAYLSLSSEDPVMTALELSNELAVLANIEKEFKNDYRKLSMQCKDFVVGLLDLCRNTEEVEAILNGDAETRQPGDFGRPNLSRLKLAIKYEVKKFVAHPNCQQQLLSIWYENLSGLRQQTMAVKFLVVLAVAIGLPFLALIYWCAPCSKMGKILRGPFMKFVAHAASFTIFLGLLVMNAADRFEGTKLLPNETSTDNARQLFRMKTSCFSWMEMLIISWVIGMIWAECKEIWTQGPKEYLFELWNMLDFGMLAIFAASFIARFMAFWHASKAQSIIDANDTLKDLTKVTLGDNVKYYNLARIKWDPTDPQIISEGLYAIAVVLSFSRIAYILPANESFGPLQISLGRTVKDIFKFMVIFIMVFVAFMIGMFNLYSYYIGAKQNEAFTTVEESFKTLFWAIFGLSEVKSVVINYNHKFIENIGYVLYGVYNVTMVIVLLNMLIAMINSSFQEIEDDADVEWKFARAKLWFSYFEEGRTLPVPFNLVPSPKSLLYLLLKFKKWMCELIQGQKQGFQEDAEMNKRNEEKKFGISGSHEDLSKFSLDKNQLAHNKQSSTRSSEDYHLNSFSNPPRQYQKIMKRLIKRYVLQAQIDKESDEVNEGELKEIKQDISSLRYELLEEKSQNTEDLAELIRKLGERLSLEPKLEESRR
TRPC4 inh: TRPC4 (mouse) channel inhibition | Q9QUQ5 | HEK293 TRPC4beta/mu-opioid, DAMGO-evoked Fluo4 calcium flux; active compounds read low | B-score at 10 µM | 0.39% of 300,000 active | AID 2247;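 active means B-score over 3 SD under the library average, no early fluorescence shift, positive overall ratio signal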
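Assay system: HEK293 cells with stable TRPC4beta plus mu-opioid receptor expression. Dosing: single dose. Measured by: Fluo4 Ca2+ flux fluorescence. Also added: DAMGO in two steps, submaximal then maximal. Read-out: B score from integrated Fluo4 fluorescence ratio.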
Platelet DG rel: platelet dense granule release activity; inhibition, %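 (compounds screened at 7.5 µM in platelet-rich plasma)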; 0.22% of 300,000 active; human platelet-rich plasma, SFLLRN dense granule ATP release, luminescence;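 active means mean replicate score, as percent of positive control, at or above 50; inconclusive means mean below 50 but at least one replicate at or above 50; inactive means mean and every replicate below 50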
HIF activator: HIF pathway transcriptional activation; 0.32% of 300,000 active; AID 1910; U2OS HRE-luciferase reporter, luminescence; normalized: DMSO 0%, desferrioxamine 100%; activation, % at 7.5 µM (by protocol);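 active means mean activation of at least 10% of the iron chelator positive control signal, with at least half of replicates also reaching 10%; inconclusive means mean and replicate majority disagree about reaching 10%; inactive means mean and most replicates under 10%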
MrgX1 ag: agonists of human MrgX1 receptor; 0.44% of 310,000 active; Q96LB2; B-score at 10 µM; MrgX1-HEK293 cells, Fluo-4 calcium fluorescence, agonist mode; active compounds read high;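 active means calcium response B-score plate-corrected fluorescence ratio at least 3 library SD, with starting fluorescence B-score inside 5 SD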
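System – MrgX1-expressing HEK293 cells · Incubation – cells plated overnight, dye loaded 0.5 h 37 °C, 0.5 h room temperature · Technique – kinetic Fluo-4 NW fluorescence of intracellular calcium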
SKKanGAS inh: SKKanGAS growth inhibition. AID 1662. inhibition, % at 7.5 µM. S. pyogenes SKKanGAS, kanamycin growth, BacTiter-Glo, 6 h. 1.3% of 300,000 active;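 active means mean replicate score, as percent of positive control median, at least 50; inconclusive means mean below 50 but one replicate at or above 50; inactive means mean and every replicate below 50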;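 further: strain carries kanamycin resistance gene driven by streptokinase promoter and grows in 40 µg/ml kanamycin; loss of luminescence reflects streptokinase promoter inhibition or plain growth inhibition; 0% = median of DMSO wells and 100% = positive control at its reference dose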
MrgX1 antagonist: antagonists of human MrgX1 receptor; Q96LB2; MRGX1-HEK293 calcium flux, Fluo-4, BAM8-22 antagonism; active compounds read low; B-score at 10 µM; 1.3% of 310,000 active; AID 588676;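 active means calcium-response B-score plate-corrected more than 3 library SD below zero, starting fluorescence within 5 deviations, no agonist response on first addition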;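 further: peak minus trough fluorescence over baseline after final BAM8-22 challenge near maximal dose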
RGS4 pot: potentiators or activators of RGS4; HEK293 M3R/inducible RGS4, carbachol calcium flux Fluo4; active compounds read low; B-score at 10 µM; 0.92% of 310,000 active;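 active means B-score of the integrated calcium signal more than 4 SD below the library mean, with starting fluorescence not abnormally high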;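 further: negative B-score means reduced calcium response which marks RGS4 activation or potentiation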
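Test system: HEK293 cells with stable M3R and inducible RGS4; also added: carbachol at ECmax as muscarinic agonist stimulus; schedule: dye loading 30 min 37 °C, buffer rest 30 min RT; technique: kinetic calcium fluorescence imaging with Fluo4-AM dye, 2 µM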
MrgX1 PAM: allosterically activates human MrgX1 receptor signaling. MrgX1-HEK293, Fluo-4 calcium flux, FDSS; active compounds read high. B-score at 10 µM. 0.63% of 310,000 active;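 active means plate-corrected calcium response at least 3 library SD above typical, normal starting fluorescence, not activating the receptor alone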;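 further: compound read alongside a low EC10 to EC30 dose of BAM8-22 agonist; peak minus trough fluorescence over baseline measured at the second addition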
TRPC6 act: activators of mouse TRPC6 channel; Q61143; HEK293-TRPC6 membrane potential dye fluorescence; active compounds read high; B-score at 10 µM; 0.13% of 310,000 active; AID 2550;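 active means B-score of the integrated fluorescence ratio above library mean plus 3 SD, and starting fluorescence ratio within library mean plus 5 SD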;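 further: higher score means more depolarization so channel activation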
Starred values were filed as active, the others as inactive.

`COc1ccc(S(=O)(=O)NCC(=O)N(CC(=O)NCC2CCCO2)c2cc(C)ccc2C)cc1` (centres undefined) gave RGS4 block inactive, TRPC6 inhibitor inactive, TRPC4 inh inactive, Platelet DG rel 2, HIF activator -0.1, MrgX1 ag inactive, SKKanGAS inh 1, MrgX1 antagonist inactive, RGS4 pot inactive, MrgX1 PAM inactive and TRPC6 act inactive.
For O=C(c1ccco1)N1CCC(c2nc3ccccc3[nH]2)CC1 the results were RGS4 block inactive, TRPC6 inhibitor inactive, TRPC4 inh inactive, Platelet DG rel -13, HIF activator 0.3, MrgX1 ag inactive, SKKanGAS inh -10, MrgX1 antagonist inactive, RGS4 pot inactive, MrgX1 PAM inactive and TRPC6 act inactive.
For O=C(NCCc1ccccc1)C1CCC(CNS(=O)(=O)c2ccccc2)CC1 (centres undefined) the results were RGS4 block inactive, TRPC6 inhibitor inactive, TRPC4 inh inactive, Platelet DG rel -2, HIF activator 0.0, MrgX1 ag inactive, SKKanGAS inh -5, MrgX1 antagonist inactive, RGS4 pot inactive, MrgX1 PAM inactive and TRPC6 act inactive.
COc1cccc(-c2cc(C(F)(F)F)nc(-n3ccc([N+](=O)[O-])n3)n2)c1 was read as RGS4 block inactive, TRPC6 inhibitor inactive, TRPC4 inh inactive, Platelet DG rel 26, HIF activator 0.1, MrgX1 ag inactive, SKKanGAS inh -2, MrgX1 antagonist inactive, RGS4 pot inactive, MrgX1 PAM inactive and TRPC6 act inactive.
`COc1ccc(C(=O)Nc2ccc(S(=O)(=O)N3CCOCC3)cc2)cc1[N+](=O)[O-]` gave RGS4 block inactive, TRPC6 inhibitor inactive, TRPC4 inh inactive, Platelet DG rel -2, HIF activator -0.1, MrgX1 ag inactive, SKKanGAS inh 0, MrgX1 antagonist inactive, RGS4 pot inactive, MrgX1 PAM inactive and TRPC6 act inactive.
Cc1cc2c(cc1C)C(c1cccc(F)c1)CC(=O)N2 (centres undefined) was read as RGS4 block inactive, TRPC6 inhibitor inactive, TRPC4 inh inactive, Platelet DG rel -1, HIF activator -0.3, MrgX1 ag inactive, SKKanGAS inh -3, MrgX1 antagonist inactive, RGS4 pot inactive, MrgX1 PAM inactive and TRPC6 act inactive.
Screening CCCCn1c(NCc2ccncc2)nc2ccccc21 returned RGS4 block inactive, TRPC6 inhibitor inactive, TRPC4 inh inactive, Platelet DG rel 1, HIF activator 1.4, MrgX1 ag inactive, SKKanGAS inh -4, MrgX1 antagonist inactive, RGS4 pot inactive, MrgX1 PAM inactive and TRPC6 act inactive.
Screening Nc1nnn(CC(=O)N/N=C/c2ccccc2Cl)n1 returned RGS4 block inactive, TRPC6 inhibitor inactive, TRPC4 inh inactive, Platelet DG rel -5, HIF activator -0.1, MrgX1 ag inactive, SKKanGAS inh -8, MrgX1 antagonist inactive, RGS4 pot inactive, MrgX1 PAM inactive and TRPC6 act inactive.
For COc1ccc(N(C(=O)CNC(=O)c2ccco2)C(C(=O)NC2CCCC2)c2ccco2)cc1 (centres undefined) the results were RGS4 block inactive, TRPC6 inhibitor inactive, TRPC4 inh inactive, Platelet DG rel -3, HIF activator -0.2, MrgX1 ag inactive, SKKanGAS inh 0, MrgX1 antagonist inactive, RGS4 pot inactive, MrgX1 PAM inactive and TRPC6 act inactive.
O=C(Cc1cccc(C(F)(F)F)c1)N1CCCC1 was read as RGS4 block inactive, TRPC6 inhibitor inactive, TRPC4 inh inactive, Platelet DG rel -4, HIF activator 1.2, MrgX1 ag inactive, SKKanGAS inh -32, MrgX1 antagonist inactive, RGS4 pot inactive, MrgX1 PAM inactive and TRPC6 act inactive.
`CCN(C(=O)CSc1nnc(-c2ccccc2Br)o1)C1CCS(=O)(=O)C1` (centres undefined) gave RGS4 block inactive, TRPC6 inhibitor inactive, TRPC4 inh inactive, Platelet DG rel 0, HIF activator 0.4, MrgX1 ag inactive, SKKanGAS inh -4, MrgX1 antagonist inactive, RGS4 pot inactive, MrgX1 PAM inactive and TRPC6 act inactive.
CCN(CC)S(=O)(=O)c1ccc2[nH]c(=O)cc(C(=O)NCC(c3ccco3)N3CCCC3)c2c1 (centres undefined) was read as RGS4 block inactive, TRPC6 inhibitor inactive, TRPC4 inh inactive, Platelet DG rel -2, HIF activator -2.0, MrgX1 ag inactive, SKKanGAS inh -4, MrgX1 antagonist inactive, RGS4 pot inactive, MrgX1 PAM inactive and TRPC6 act inactive.
For COc1cc(OC)cc(C(=O)N2CCN(Cc3cccc(F)c3)CC2)c1 the results were RGS4 block inactive, TRPC6 inhibitor inactive, TRPC4 inh inactive, Platelet DG rel 4, HIF activator -1.2, MrgX1 ag inactive, SKKanGAS inh -12, MrgX1 antagonist inactive, RGS4 pot inactive, MrgX1 PAM inactive and TRPC6 act inactive.
For COc1ccccc1C1C(C(C)=O)=C(O)C(=O)N1c1ccc(O)cc1 (centres undefined) the results were RGS4 block inactive, TRPC6 inhibitor inactive, TRPC4 inh inactive, Platelet DG rel -4, HIF activator 0.5, MrgX1 ag inactive, SKKanGAS inh 2, MrgX1 antagonist inactive, RGS4 pot inactive, MrgX1 PAM inactive and TRPC6 act inactive.
O=C(Cn1c(=O)n(-c2cccc(Cl)c2)c(=O)n1CC(=O)N1CCCCC1)N1CCCCC1 was read as RGS4 block inactive, TRPC6 inhibitor inactive, TRPC4 inh inactive, Platelet DG rel 1, HIF activator 0.0, MrgX1 ag inactive, SKKanGAS inh -4, MrgX1 antagonist inactive, RGS4 pot inactive, MrgX1 PAM inactive and TRPC6 act inactive.
Cc1cccc(-c2c(NC(=O)c3ccco3)oc3ccc(Cl)cc3c2=O)c1 was read as RGS4 block inactive, TRPC6 inhibitor inactive, TRPC4 inh inactive, Platelet DG rel -14, HIF activator -0.6, MrgX1 ag inactive, SKKanGAS inh 7, MrgX1 antagonist inactive, RGS4 pot inactive, MrgX1 PAM inactive and TRPC6 act inactive.
`CN1CCC=C(C(=O)N2c3ccccc3Sc3ccc(Cl)cc32)C1` gave RGS4 block inactive, TRPC6 inhibitor -5.4*, TRPC4 inh inactive, Platelet DG rel -32, HIF activator -0.3, MrgX1 ag inactive, SKKanGAS inh -1, MrgX1 antagonist inactive, RGS4 pot -10*, MrgX1 PAM inactive and TRPC6 act inactive.
For CCc1ccc(-c2cc(C)no2)cc1S(=O)(=O)Nc1cccc(CN2CCCC2)c1 the results were RGS4 block inactive, TRPC6 inhibitor inactive, TRPC4 inh inactive, Platelet DG rel 2, HIF activator -0.2, MrgX1 ag inactive, SKKanGAS inh inconclusive, MrgX1 antagonist inactive, RGS4 pot inactive, MrgX1 PAM inactive and TRPC6 act inactive.
Screening CS(=O)(=O)N(CC(=O)NCCSCc1c(F)cccc1Cl)c1ccc2c(c1)OCO2 returned RGS4 block inactive, TRPC6 inhibitor inactive, TRPC4 inh inactive, Platelet DG rel -5, HIF activator -0.6, MrgX1 ag inactive, SKKanGAS inh 29, MrgX1 antagonist inactive, RGS4 pot inactive, MrgX1 PAM inactive and TRPC6 act inactive.
Screening Cc1cc(N2CCN(S(=O)(=O)c3ccc(Cl)cc3)CC2)c2ccccc2n1 returned RGS4 block inactive, TRPC6 inhibitor -5.1*, TRPC4 inh inactive, Platelet DG rel -11, HIF activator -53, MrgX1 ag inactive, SKKanGAS inh -12, MrgX1 antagonist inactive, RGS4 pot inactive, MrgX1 PAM inactive and TRPC6 act inactive.
`CCOC(=O)CSc1n[nH]c(=S)s1` gave RGS4 block inactive, TRPC6 inhibitor inactive, TRPC4 inh inactive, Platelet DG rel 19, HIF activator -0.7, MrgX1 ag inactive, SKKanGAS inh -3, MrgX1 antagonist inactive, RGS4 pot inactive, MrgX1 PAM inactive and TRPC6 act inactive.
`COc1ccc(NC2CCCN(C(=O)c3ccc(C)c(N4CCNC4=O)c3)C2)cc1` (centres undefined) gave RGS4 block inactive, TRPC6 inhibitor inactive, TRPC4 inh inactive, Platelet DG rel 7, HIF activator -0.3, MrgX1 ag inactive, SKKanGAS inh 6, MrgX1 antagonist inactive, RGS4 pot inactive, MrgX1 PAM inactive and TRPC6 act inactive.
COc1ccc(-n2ncc3c(=O)n(CC(=O)N4c5ccccc5CC4C)cnc32)cc1 (centres undefined) was read as RGS4 block inactive, TRPC6 inhibitor inactive, TRPC4 inh inactive, Platelet DG rel 0, HIF activator -0.9, MrgX1 ag inactive, SKKanGAS inh 1, MrgX1 antagonist inactive, RGS4 pot inactive, MrgX1 PAM inactive and TRPC6 act inactive.
Cc1nc2ccccc2n1C(=O)N1CCOCC1 was read as RGS4 block inactive, TRPC6 inhibitor inactive, TRPC4 inh inactive, HIF activator 0.7, MrgX1 ag inactive, SKKanGAS inh 10, MrgX1 antagonist inactive, RGS4 pot inactive, MrgX1 PAM inactive and TRPC6 act inactive.
`CCC(=NCc1ccc(Cl)c(Cl)c1)c1nc(-c2ccco2)oc1O` gave RGS4 block inactive, TRPC6 inhibitor inactive, TRPC4 inh inactive, Platelet DG rel -2, HIF activator -0.3, MrgX1 ag inactive, SKKanGAS inh 6, MrgX1 antagonist inactive, RGS4 pot -7.1*, MrgX1 PAM inactive and TRPC6 act inactive.
`O=C(NCc1ccco1)/C(=C\c1cccc([N+](=O)[O-])c1)NC(=O)c1ccco1` gave RGS4 block inactive, TRPC6 inhibitor inactive, TRPC4 inh inactive, Platelet DG rel 4, HIF activator 0.7, MrgX1 ag inactive, SKKanGAS inh 2, MrgX1 antagonist inactive, RGS4 pot inactive, MrgX1 PAM inactive and TRPC6 act inactive.
For CCN(C(=O)CN1C(=O)/C(=C/c2ccccc2F)SC1=S)C1CCS(=O)(=O)C1 (centres undefined) the results were RGS4 block inactive, TRPC6 inhibitor inactive, TRPC4 inh inactive, Platelet DG rel -1, HIF activator 0.0, MrgX1 ag inactive, SKKanGAS inh -8, MrgX1 antagonist inactive, RGS4 pot inactive, MrgX1 PAM inactive and TRPC6 act inactive.
Screening Cn1cccc1/C=N/NC(=O)c1cccc(OC(F)(F)C(F)F)c1 returned RGS4 block inactive, TRPC6 inhibitor inactive, TRPC4 inh inactive, Platelet DG rel 6, HIF activator 0.7, MrgX1 ag inactive, SKKanGAS inh 0, MrgX1 antagonist inactive, RGS4 pot inactive, MrgX1 PAM inactive and TRPC6 act inactive.
`Cc1cc(C)cc(NC(=O)CCCSc2nc3ccccc3[nH]2)c1` gave RGS4 block inactive, TRPC6 inhibitor inactive, TRPC4 inh inactive, Platelet DG rel -2, HIF activator -0.3, MrgX1 ag inactive, SKKanGAS inh -10, MrgX1 antagonist inactive, RGS4 pot inactive, MrgX1 PAM inactive and TRPC6 act inactive.
